CD40 NFkB inh: inhibitors of CD40-induced NF-kB signaling, primary screen, BL2 cells, luciferase reporter, single point; 0.94% of 83,000 active; inhibition, % at 10 µM; CD40L-induced, 4 h; AID 1053188, 2014;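 active means mean inhibition of at least 50% with a set share of replicates also reaching that level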;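 further: 0% = neutral control wells and 100% = IKK inhibitor VII at 50 µM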
* = called active by the depositor; & = joins results of further samples; [ ] = another dose, or the depositor's remark.

Structure | CD40 NFkB inh
Cc1cc(OCCN2CCCCC2)nc2ccccc12 | -24
COc1ccc(OC)c(CN2CCN(C(=O)[C@@H](NC(=O)c3cccc(C)c3)C(C)C)CC2)c1 | 18
CC(=O)NC(CC(=O)O)c1ccc(F)cc1 (stereo not drawn) | 14
Cc1ccc(S(=O)(=O)N2C[C@H](O)COC[C@H]3O[C@@H](CC(=O)N4CCc5ccccc5C4)CC[C@@H]32)cc1 | 7[25 µM]
O=C(Nc1nc2ccsc2c(=O)s1)c1ccc(F)cc1 | -85
CCCn1nc(C(=O)Nc2ccc3c(c2)OCCO3)c2ccccc2c1=O | -27
COc1ccc2c3c([nH]c2c1)[C@H](CO)N(C(=O)NC(C)C)CC31CCN(C(=O)c2cnccn2)CC1 | 1[25 µM]
C[C@@H]1CN([C@H](C)CO)C(=O)CCCn2nncc2CO[C@@H]1CN(C)S(=O)(=O)c1ccc(C#N)cc1 | -9[25 µM]
O=C(NC[C@H]1[C@H](c2ccccc2)[C@@H](CO)N1Cc1ccccn1)C1CCC1 | -2
Cc1ccc(NC2CCCN(C(=O)Cc3nonc3C)C2)cc1C (stereo not drawn) | -8
C[C@@H]1CCCCO[C@H](CN(C)S(=O)(=O)c2ccc(F)cc2)[C@H](C)CN([C@@H](C)CO)C(=O)c2cc(NS(=O)(=O)c3ccc(F)cc3)ccc2O1 | 16
CC1Cc2cc(S(=O)(=O)NCCc3ccccc3)ccc2N1C(=O)C1CC1 (stereo not drawn) | 6
COc1ccccc1S(=O)(=O)N1CC[C@@H]2[C@@H](CO)Nc3ccc(-c4ccc(C#N)cc4)cc3[C@@H]21 | 3[25 µM]
COc1cc(NC(=O)C(F)(F)F)cc(OC)c1 | 6
COc1ccc2oc(C(=O)Nc3ccc(N4CCOCC4)cc3)c(C)c2c1 | -19

Three neighbouring compounds from above:
Structure | CD40 NFkB inh
COc1ccc(OC)c(CN2CCN(C(=O)[C@@H](NC(=O)c3cccc(C)c3)C(C)C)CC2)c1 | 18
CC(=O)NC(CC(=O)O)c1ccc(F)cc1 (stereo not drawn) | 14
Cc1ccc(S(=O)(=O)N2C[C@H](O)COC[C@H]3O[C@@H](CC(=O)N4CCc5ccccc5C4)CC[C@@H]32)cc1 | 7[25 µM]

The list continues.
Structure | CD40 NFkB inh
Cc1ccccc1OCC(O)Cn1c(Br)nc2c1c(=O)n(C)c(=O)n2C (stereo not drawn) | 1
OC[C@@H]1[C@@H](c2ccc(-c3cccnc3)cc2)[C@H]2CN(Cc3ccccn3)CCCCN12 | 12[25 µM]
O=C(Nc1ccc(-c2nnc(-c3ccccc3)o2)cc1)C1CCCO1 (stereo not drawn) | -61
CCS(=O)(=O)NCc1csc(C)n1 | 21
N#C[C@@H]1[C@H](c2ccccc2-c2ccccc2F)[C@@H](CO)N1C(=O)c1ccccn1 | -1[25 µM]
O=C1NC(c2ccc3ccccc3c2)Nc2ccccc21 (stereo not drawn) | -40
CCN(C(=O)COc1ncnc2ccccc12)C1CCCCC1 | 3
CC(C)(C)n1ncc2c(=O)n(CC(=O)c3ccccc3)cnc21 | -82
COCC(=O)N1CC2(CCN(Cc3cccnc3)CC2)c2c(n(C)c3cc(OC)ccc23)[C@H]1CO | -9[25 µM]
N#C[C@H]1[C@H](c2ccccc2C2=CCCC2)[C@@H](CO)N1C(=O)CN1CCOCC1 | -12[25 µM]
O=S(=O)(c1ccc(F)cc1)N1CCN(c2ncnc3c2cnn3-c2ccccc2)CC1 | 0
c1ccc(-c2cc(-c3nnco3)c3ccccc3n2)nc1 | -4
CC(=O)N(CCC(Cc1ccccc1)c1ccc2c(c1)OCO2)Cc1ccccc1F (stereo not drawn) | 12
Cc1noc(C)c1COc1ccc(C(=O)OCC(=O)NC23CC4CC(CC(C4)C2)C3)cc1 | 25
CCCNC(=O)[C@@H]1[C@@H](CO)[C@@H]2Cn3c(cccc3=O)[C@H]1N2Cc1cccc(Cl)c1 | 1[25 µM]

Some values from above.
Reading of O=C(Nc1nc2ccsc2c(=O)s1)c1ccc(F)cc1 in CD40 NFkB inh: -85
Reading of CCN(C(=O)COc1ncnc2ccccc12)C1CCCCC1 in CD40 NFkB inh: 3
Reading of Cc1cc(OCCN2CCCCC2)nc2ccccc12 in CD40 NFkB inh: -24
Reading of CC1Cc2cc(S(=O)(=O)NCCc3ccccc3)ccc2N1C(=O)C1CC1 (stereo not drawn) in CD40 NFkB inh: 6

Next part.
Structure | CD40 NFkB inh
COc1ccc2c3c(n(C)c2c1)[C@@H](CO)N(C)CC31CN(S(=O)(=O)c2cccc(C)c2)C1 | 8[25 µM]
O=C(c1cccnc1)N1CC(=O)N2[C@H](CO)[C@H](c3ccc(-c4ccccc4F)cc3)[C@@H]2C1 | -15[25 µM]
CC(=O)Nc1ccc2c(c1)C(=O)N(C)C[C@@H](C)[C@H](CN(C)S(C)(=O)=O)O2 | -6
Cc1cc(C)cc(C(O)c2ncc(-c3ccc(C(F)(F)F)cc3)[nH]2)c1 (stereo not drawn) | 8
O=C(c1ccccn1)N1CC=C(c2ccccc2)CC1 | -12
CCN(CC)CCCNC(=O)CCc1ccccc1 | 14
COC(=O)CSc1nnc(CNC(=O)Cc2ccccc2)n1C | -5
C[C@@H]1CN([C@@H](C)CO)C(=O)c2cc(NC(=O)CCCN(C)C)ccc2O[C@H]1CN(C)Cc1ccc(Cl)c(Cl)c1 | -12[25 µM]
N#C/C(=C/c1ccccc1)C(=O)NCc1ccccc1 | -8
Cn1c(=O)n(C)c2cc(/C=N/NC(=O)c3cccc(Br)c3)ccc21 | 21
O=C(Cc1cccs1)NCc1cn2ccccc2n1 | 11
O=C(CNC(=O)OCc1ccccc1)Oc1cc2oc(=O)cc(-c3ccccc3)c2cc1Cl | 12
Cc1ccccc1-c1ccc(C2[C@@H]3CN(C(=O)C4CCCCC4)C[C@H]2N3)cc1 (stereo partly drawn) | 28&-1[25 µM]
CN(C)S(=O)(=O)c1ccc(NC(=O)CN2CCc3ccccc32)cc1 | 3
Cc1cc(=O)n2[nH]cnc2n1 | 9

Next entries:
Structure | CD40 NFkB inh
OC(CN(c1ccccc1)c1ccccc1)Cn1cnc2ccccc21 (stereo not drawn) | 14
CCc1nc2ccc(C(=O)NCc3ccccc3OC)cn2c1N(C)C(=O)Cc1ccccc1 | 4
CCOCCn1c(C(C)C)nc2ccccc21 | 1
CN(C)S(=O)(=O)c1ccc(N2CCCC2)c(C(=O)NCC2CCCCC2)c1 | 7
c1ccc(-c2cc(-c3nn4c(-c5ccco5)nnc4s3)c3ccccc3n2)cc1 | 9
COc1ccc(C(CNC(=O)COc2ccc(-c3ccccc3)cc2)N2CCOCC2)cc1 (stereo not drawn) | 17
Fc1cccc(CNC2CCN(CCc3ccccc3)CC2)c1 | 14
Cc1cccc(/C=C(\C(=O)O)c2ccc(S(=O)(=O)N3CCCC3)s2)c1 | 16
C[C@@H]1CN([C@H](C)CO)C(=O)CCCn2nncc2CO[C@H]1CN(C)S(=O)(=O)c1ccc2c(c1)OCCCO2 | 1[25 µM]
O=C1OC(C(=O)NCc2ccccc2)Cc2ccccc21 (stereo not drawn) | -1
O=C(CCc1nc2ccccc2c(=O)[nH]1)Nc1ccccc1N1CCCC1 | 8
Cc1ccc(S(=O)(=O)N2CCC[C@H]2C(=O)Oc2ccccc2)cc1 | 26
NC(=N\N=CCc1ccccc1)/C(N)=N/N=CCc1ccccc1 | -60
Cc1c(C(=O)Oc2cccc3ccccc23)cnn1-c1ccccc1 | -71
CSc1cccc(-c2nnc(NC(=O)c3cccc(N4C(=O)CCC4=O)c3)o2)c1 | 4

The listing continues.
Structure | CD40 NFkB inh
O=S(=O)(NC[C@@H]1[C@@H](c2ccccc2)[C@@H](CO)N1CC1CC1)c1ccccc1 | -4[25 µM]
CCOc1ccc(-n2c(Cc3ccccc3)nnc2SCc2c(C)noc2C)cc1 | 6
Cn1c(=O)[nH]c(=O)c2c1nc(N1CCCCCC1)n2CCN1CCCCCC1 | 9
COc1cc(CC(=O)N2CCN(C(=O)C3CCCO3)CC2)cc(OC)c1OC (stereo not drawn) | 13
CCCNC(=O)N1CC2(C1)CN(S(C)(=O)=O)[C@@H](CO)c1c2c2ccc(OC)cc2n1C | 0[25 µM]
CC(C)C(C)NC(=O)COc1ncnc2ccccc12 (stereo not drawn) | 7
O=C(Nc1ccc(-n2cccc2)cc1)C1CC1 | -30
O=[N+]([O-])c1ccc(NCCNCCOc2nonc2-c2ccccc2)c([N+](=O)[O-])c1 | 5
CN(CC1CCOCC1)C(=O)CC1C(=O)NCCN1Cc1ccc(-c2ccccc2)cc1 (stereo not drawn) | -3
Cc1ccc(S(=O)(=O)c2nc(S(C)(=O)=O)sc2N2CCC(O)CC2)cc1 | -1
CCCCSc1nc(C)c(CC(=O)O)c(=O)[nH]1 | 12
CN(C)C(=S)N=c1ssc(=S)n1Cc1cccnc1 | 38
COCCNC(=O)C[C@H]1C[C@H]2c3cc(NC(=O)NC4CCCCC4)ccc3O[C@H]2[C@@H](CO)O1 | 1
O=C(CN1C(=O)COc2ccccc21)NCCC1=CCCCC1 | -12
O=C(Nc1cccc2ccccc12)ON=C1CCCCC1 | -13

Carrying on:
Structure | CD40 NFkB inh
CC(C)NC(=O)N1Cc2cc(C(=O)NC3CCC3)nc(-c3cccc(-c4cccnc4)c3)c2[C@@H]1CCO | 2
CCc1nc(N2CCN(CC(=O)NCC3CCCO3)CC2)c(C#N)c2c1COC(C)(C)C2 (stereo not drawn) | 1
CC(C)CNc1nc(=S)nc(N(C)C)[nH]1 | 14
O=S(=O)(c1ccccc1)N1CCN(CC2CC3C=CC2C3)CC1 (stereo not drawn) | -4
CCN(CC)CCOc1c(C)cccc1Cl | 7
O=[N+]([O-])c1ccc(NS(=O)(=O)c2ccccc2)c(Cl)c1 | 9
N#C[C@H]1[C@@H](c2ccccc2)[C@@H](CO)N1S(=O)(=O)Cc1ccccc1 | 2
CCCOc1cccc(C(=O)O)c1 | 5
Cc1c(C(=O)Nc2ccc3nc(N4CCOCC4)sc3c2)oc2ccccc12 | -5
COC(=O)c1onc(C(=O)c2ccccc2)c1C(=O)OC | 15
Cn1c2c(c(=O)[nH]c1=O)C(c1ccc(O)cc1)C1=C(N2)c2ccccc2C1=O (stereo not drawn) | 1
CCOc1ccc(-c2ccc3nnc(SCC(=O)NCC4CCCO4)n3n2)cc1 (stereo not drawn) | -28
COc1ccc(S(=O)(=O)Nc2ccc3c(c2)C(=O)N([C@H](C)CO)C[C@H](C)[C@H](CN(C)S(=O)(=O)c2cn(C)cn2)OCCCC[C@@H](C)O3)cc1 | 4
Cc1ccc(S(=O)(=O)Nc2ccc3c(c2)C(=O)N([C@@H](C)CO)C[C@H](C)[C@H](CN(C)S(=O)(=O)c2cccs2)OCCCC[C@H](C)O3)cc1 | -7[25 µM]
CC(=O)N1CCN(C(=O)CCc2nnc(CCCCc3ccccc3)o2)CC1 | -4

(continued)
Structure | CD40 NFkB inh
CCOC(=O)C1CCN(C(=O)c2sc3ncn(CC(=O)N4CCCCC4)c(=O)c3c2C)CC1 | 0
COC(=O)c1ccc(CN2CCC(Oc3ccc(C(=O)N4CCCCC4)cc3)CC2)cc1 | 7
CCN(CC)CCn1c2c(c(SCC(=O)Nc3ccc(C)c(F)c3)nc1=O)CCCC2 | -4
Cc1ccccc1S(=O)(=O)/N=C(/Nc1nc2ccccc2s1)c1ccccc1 | -78
COc1ccc(S(=O)(=O)N2CCOCC2)cc1NC(=O)COC(=O)CCOc1ccc(C)cc1 | -4
CC(C)OCCCNC(=O)c1cccs1 | 4
Cc1ccc(S(=O)(=O)N2C[C@@H]3[C@H](c4ccccc42)[C@H](CO)N3Cc2cccnc2)cc1 | 8[25 µM]
O=C(NCCN1CCN(c2ccccc2Cl)CC1)Nc1ccccc1 | 8
CN(C)N1C(=O)C2C3C=CC(O3)C2C1=O (stereo not drawn) | 7
COC(=O)CCCC(=O)NC1CCCN(C2Cc3ccccc3C2)C1 (stereo not drawn) | 6
CCOC(=O)c1ccc(NC(=O)CSc2nc(=O)n3cccc(C)c3n2)cc1 | 3
COC(=O)[C@H](CCSC)NC(=O)NCc1ccccn1 | 4
CC(=O)c1ccc(NC(=O)COC(=O)CCC2CCCC2)cc1 | -19
CC(=O)c1sc2nsc(SCCN3CCOCC3)c2c1N | -16
Cc1nc2ccc(S(=O)(=O)NCC(=O)NCCN3CCCCC3C)cc2s1 (stereo not drawn) | 9

Following part.
Structure | CD40 NFkB inh
CC(C)n1ncc(C(N)=O)c1N | 9
CCC(CC)C(=O)N(C)c1c(C)nc2c(OCC=C(C)C)cccn12 | 3
CC(C)NC(=O)N(C)C[C@@H]1Oc2c(N)cccc2C(=O)N(C)C[C@@H]1C | 16
CC1CCN(c2nc(-c3ccco3)c3c(c2C#N)CC(C)(C)OC3)CC1 | 17
COc1ccc(CCNC(=O)c2ccccc2OCc2ccccc2)cc1 | -14
COc1cccc(Cn2nnc(C(=O)NCc3ccc4c(c3)OCO4)c2N)c1 | 2
CC(=O)NCCC(Cc1ccccc1)c1ccco1 (stereo not drawn) | 12
CCC(C)NC(=O)CSc1ccc(S(=O)(=O)N2CCN(Cc3ccccc3)CC2)cn1 (stereo not drawn) | 1
O=C(CCc1cnccn1)NC1CCCc2c1cnn2-c1ccc(F)cc1F (stereo not drawn) | 16
COc1ccc(NC(=O)Nc2ccc3c(c2)[C@H]2C[C@H](CC(=O)N4CCN(C)CC4)O[C@@H](CO)[C@H]2O3)cc1 | -3[25 µM]
CC(=O)c1cc2c(cc1NC(=O)CN1CCN(c3ccc(F)cc3)CC1)OCO2 | 11
COc1ccc(/C=N/NC(=O)c2ccc(Br)o2)cc1Cn1cc([N+](=O)[O-])cn1 | 1
O=C(Nc1ccc(S(=O)(=O)N2CCCCC2)cc1)c1ccco1 | -4
CCOC(=O)c1c(C(C#N)C#N)cc(C)nc1C | -10

5 structures from above, arranged by count of non-hydrogen atoms, falling:
Structure | CD40 NFkB inh
COc1ccc(NC(=O)Nc2ccc3c(c2)[C@H]2C[C@H](CC(=O)N4CCN(C)CC4)O[C@@H](CO)[C@H]2O3)cc1 | -3[25 µM]
CCC(C)NC(=O)CSc1ccc(S(=O)(=O)N2CCN(Cc3ccccc3)CC2)cn1 (stereo not drawn) | 1
CC1CCN(c2nc(-c3ccco3)c3c(c2C#N)CC(C)(C)OC3)CC1 | 17
CC(C)NC(=O)N(C)C[C@@H]1Oc2c(N)cccc2C(=O)N(C)C[C@@H]1C | 16
CC(=O)NCCC(Cc1ccccc1)c1ccco1 (stereo not drawn) | 12

Bioassay records deposited in PubChem by Broad Institute.

This is a subset. The share of hits here may be higher or lower than overall.
